# Screening results as filed in PubChem.
# MCL1-BIM inh = MCL1-BIM-BH3 interaction inhibition (human); inhibition, % at 10.9 µM; Q07820; GST-MCL1 / FITC-Bim-BH3 fluorescence polarization; actives 0.68% (n = 320,000);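 active = inhibition above the mean inhibition of all tested compounds plus 3 SD, set per campaign, cut at about 40% in these data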;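 note: 0% = DMSO wells and 100% = unlabeled Bim-BH3 peptide control; higher means more loss of mP so more displacement of Bim peptide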
# Fam108B counter = Fam108B inhibition, counter-screen for RBBP9 inhibitors; recombinant Fam108B, FP-Rh probe fluorescence polarization; inhibition, % at 9.51 µM; actives 0.33% (n = 300,000); AID 1947;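 active = inhibition above the screen mean inhibition plus 3 SD, computed separately per campaign, cut at about 18% in these data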;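 note: inhibitors lower polarization as less probe binds the enzyme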
# PAFAH1B2 FP inh = inhibitors of human PAFAH1B2; recombinant PAFAH1B2, FP-rhodamine activity probe, fluorescence polarization; actives 1.2% (n = 340,000); inhibition, % at 3.39 µM;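 active = inhibition above the mean of all tested compounds plus 3 SD, cut at about 24% in these data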;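 note: 0% = enzyme with DMSO and 100% = wells lacking PAFAH1B2; many of its hits are not listed in these tables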
# MEX-5 binding = C. elegans MEX-5 TCR-2 RNA binding activity; Q9XUB2; MEX-5/FITC-TCR2 RNA binding, fluorescence polarization; hits give low values; activity score (negative = inhibition of binding), % at 10 µM; actives 0.38% (n = 300,000); AID 1832;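 active = inhibition past about -25% in most replicates, and total fluorescence under double the plate's negative control median, limit read from the data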;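 note: 0% = DMSO and -100% = 5 µM competing unlabeled TCR2 RNA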
# BCLXL inh = Bcl-xL (human) inhibition. Q07817. GST-Bcl-xL / FITC-Bim BH3 peptide fluorescence polarization. inhibition, % at 10.9 µM. actives 0.7% (n = 320,000). AID 2129;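 active = inhibition above the mean of all tested compounds plus 3 SD, cutoff set per campaign, cut at about 30% in these data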;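 note: 0% = DMSO wells and 100% = unlabeled Bim-BH3 peptide competitor; inhibitors lower millipolarization by displacing the labeled peptide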
# GLD-1 TGE inh = GLD-1-TGE RNA interaction inhibition (C. elegans); AID 2280; inhibition, % at 5.96 µM; actives 0.44% (n = 320,000); Q17339; purified GLD-1 + fluorescein TGE RNA, fluorescence polarization;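 active = percent inhibition above a per-plate cutoff, the plate mean of test compounds plus 3 SD, cut at about 30% in these data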;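 note: 0% = DMSO wells with GLD-1 and probe and 100% = wells lacking GLD-1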
# pPAFAH FP inh = pPAFAH (human) enzyme inhibition; Q13093; recombinant pPAFAH, FP-rhodamine probe fluorescence polarization; inhibition, % at 3.39 µM; actives 1.5% (n = 330,000);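 active = inhibition above the mean inhibition across the screen plus 3 SD, cut at about 25% in these data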;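 note: inhibitors block binding of the rhodamine activity-based probe so polarization drops; 0% = enzyme with DMSO and 100% = wells lacking pPAFAH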
# AHR act = activators of human aryl hydrocarbon receptor; activation, % at 5 µM; P35869; actives 2.5% (n = 320,000); AHR-responsive luciferase reporter cells, luminescence; AID 2796; in the data active = activation above about 47%;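 note: 0% = vehicle wells and 100% = reference agonist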
# PME-1 inh = blocks human protein phosphatase methylesterase 1. Q9Y570. actives 0.53% (n = 320,000). AID 2130. inhibition, % at 5.9 µM. recombinant PME-1, FP-Rh probe fluorescence polarization;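 active = inhibition above the campaign mean of all compounds plus 3 SD, cut at about 26% in these data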;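 note: competitive labeling of PME-1 active site by serine hydrolase directed probe; 0% = PME-1 with DMSO and 100% = wells lacking PME-1 enzyme; inhibitors block probe labeling so polarization falls and inhibition rises; many of its hits are not listed in these tables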
# Starred values were filed as active, the others as inactive; nt = not tested or not shown.
# Below each SMILES – MCL1-BIM inh	Fam108B counter	PAFAH1B2 FP inh	MEX-5 binding	BCLXL inh	GLD-1 TGE inh	pPAFAH FP inh	AHR act	PME-1 inh
- CCc1ccc(NC(=O)CCc2nc3ccccc3[nH]2)cc1
→ 6	-1	1	3.6	3	-2	-3	17	0
- O=C(Nc1nc2ccc(S(=O)(=O)N3CCCC3)cc2s1)c1cccs1
→ 1	-8	2	-2.1	0	10	4	11	-3
- O=C(NCCOc1ccccc1)C1CCC(=O)N(CCCN2CCOCC2)C1 (stereo unspecified)
→ 2	2	4	-1.6	8	3	1	4	4
- O=C(CCC(=O)OCCCC(F)(F)C(F)(F)F)NC1CCCCC1
→ -2	-2	4	1.5	4	1	-2	1	-8
- O=C(CSc1nnc(C2CC2)n1-c1ccccc1)NCCN1C(=O)CSC1=O
→ 1	2	0	-0.2	0	2	5	2	0
- CCn1cc(CN2CCC(n3nccc3NC(=O)CCOc3ccccc3)CC2)cn1
→ 4	3	5	1.4	-1	-4	-9	5	-4
- CCOC(=O)C1C(=O)NC(N2CCN(Cc3ccccc3)CC2)=NC1c1ccco1 (stereo unspecified)
→ 2	-3	6	-0.2	0	0	-1	-1	-2
- CCCCNC(=S)N/N=C/c1ccc(C#N)cc1
→ 11	-3	nt	1.1	2	7	3	3	-4
- Cc1ncc([N+](=O)[O-])n1CC(=O)NC1CCCC1
→ 9	5	-10	1.1	4	0	-1	1	6
- CCCN(c1ccc(OCC)cc1)S(=O)(=O)c1ccc2c(c1)NC(=O)CO2
→ -4	1	-3	-1.4	-3	-2	8	-3	2
- C/C(=N\N=C1\NC(=O)C(CC(=O)O)S1)c1ccccn1 (stereo unspecified)
→ 6	-1	nt	-2.4	3	-3	3	0	-3
- CCCC(=O)c1c(NCCO)cc(C)oc1=O
→ 1	5	-2	0.7	0	-3	2	0	2
- CCO[C@@H]1OC(C(=O)NC2CC2)=C[C@H](c2coc3ccccc3c2=O)[C@H]1CCCO
→ 3	1	-4	-1.8	3	1	-4	6	3
- Cc1ccc(C)c(NC2CCCCC2NS(=O)(=O)c2ccccc2)c1 (stereo unspecified)
→ -2	5	3	-0.5	2	2	2	2	-2
- Cc1c(NC(=O)c2cccs2)c(=O)n(-c2ccccc2)n1C
→ 5	-1	2	1.2	2	2	6	1	4
- Cc1occc1C(=O)NCCCCNC(=O)c1ccoc1C
→ 6	-1	2	3.8	10	3	7	-1	5
- O=C(CSc1nc2ccccc2n1Cc1ccc(Cl)cc1)N/N=C/c1ccc(C(=O)O)cc1
→ 3	-6	4	0.4	4	-3	-5	0	1
- O=C(O)CCS(=O)(=O)Cc1cccc(Cl)c1
→ 6	-1	6	-1.0	5	4	7	13	-2
- CC(=O)Nc1ccc(NC(=O)C(C)OC(=O)c2cccs2)cc1 (stereo unspecified)
→ -15	nt	2	nt	-12	-1	-3	0	-3
- Cc1noc(C)c1CSCC(=O)Nc1cc(C(F)(F)F)ccc1N1CCCCC1
→ -7	1	5	1.9	2	5	3	0	2
- Cn1c(Cn2nnc3ccccc32)nnc1SCC(=O)Nc1ccc2c(c1)OCO2
→ 6	-5	-3	0.1	2	3	-3	8	-1
- CC(C)CCNC(=O)C(=O)NC1CCCC1
→ -2	2	5	0.8	-1	16	-7	12	1
- O=C(Nc1nccs1)c1sc2ccccc2c1Cl
→ 11	-4	4	0.7	8	-1	0	47*	-4
- O=c1c2ccccc2n2c(=S)[nH]nc2n1-c1ccccc1
→ -5	4	3	-2.1	-7	-1	-2	2	-5
- CCOCCCNCc1cccc(OCc2ccc(F)cc2)c1
→ 2	-3	3	-4.1	1	3	4	1	-4
- CN(C(=O)C1CCC1C(=O)O)c1nc(-c2ccc(Cl)s2)cs1 (stereo unspecified)
→ 8	1	2	0.3	-5	-2	1	3	6
- Cc1cc(NCCCCO)n2c(nc3ccccc32)c1C#N
→ 0	-4	2	0.9	5	0	7	0	-6
- CCN(Cc1ccccc1)C(c1ccc(C)cc1)c1nnnn1C(C)(C)C (stereo unspecified)
→ 2	-5	3	-0.5	1	-6	7	-2	-4
- COc1cc(/C=N/NC(=O)c2ccc(N3CCCC3=O)cc2)ccc1O
→ -1	2	-3	0.2	-2	-1	3	0	6
- CCn1c(SCC(=O)Nc2oc(-c3ccccc3)c(-c3ccccc3)c2C#N)nnc1-c1ccncc1
→ 1	1	23	-2.9	3	6	9	1	0
- CC(C)(CC(=O)O)CC(=O)Nc1ccc2c(c1)ncn2CCc1ccccc1
→ -1	-2	6	-1.3	2	0	2	1	-2
- COc1ccccc1NC(=O)C(C)OC(=O)c1cc2ccccc2[nH]1 (stereo unspecified)
→ -4	nt	4	nt	2	4	-1	42	-5
- Cc1ccc(S(=O)(=O)N(C(=O)c2ccncc2)c2ccc(OC(=O)c3ccncc3)c3ccccc23)c(C)c1
→ 4	3	0	-0.3	8	22	4	31	4
- CCCc1cc(=O)[nH]c(SCc2cccnc2)n1
→ -2	-1	-1	-3.0	1	-8	1	3	1
- COc1cccc(CN2C(=O)N(C(C)C)C(N(O)C(=O)NC(C)C)C2(C)C)c1OC (stereo unspecified)
→ 0	-4	4	1.8	5	2	5	3	2
- Cc1ccc(N(CC(=O)NCCSc2ccccn2)S(=O)(=O)c2ccc(F)cc2)cc1
→ 2	-3	0	1.1	1	-1	2	2	2
- O=C(O)c1ccccc1NS(=O)(=O)c1cccc2nsnc12
→ -19	-6	1	2.3	-9	-4	-7	-1	-6
- COCCNC(=O)C1CC2Cn3c(nc4cc(C)c(C)cc43)C2N1C (stereo unspecified)
→ 6	0	-1	-0.5	2	4	3	2	-4
- Cn1c(=O)cc(SCC(=O)N2CCCC2)c2ccccc21
→ 11	-4	-2	1.5	5	5	2	15	-2
- O=C(C1CCCO1)N1CCN(C(=S)Nc2ccc(Br)cc2)CC1 (stereo unspecified)
→ 6	2	2	-0.7	3	5	2	-2	-2
- S=C1NCN(Cc2ccco2)CN1c1cccc2ccccc12
→ 2	4	5	nt	3	-1	-3	8	1
- CC(=O)NC(Cc1ccc(F)cc1)C(=O)NC1CCN(C(=O)Nc2ccccc2C)CC1 (stereo unspecified)
→ -3	7	-3	-0.5	-5	6	-1	0	-7
- C=C1/C(=C\C=C2/CCC[C@]3(C)[C@@H]([C@H](C)CCCC(C)(C)O)CC[C@@H]23)C[C@@H](O)C[C@@H]1O
→ 10	-3	nt	3.5	-1	7	4	2	-11
- CCN(CC)CCN(Cc1cc2cc(C)cc(C)c2[nH]c1=O)C(=S)NCc1ccco1
→ 4	0	3	0.4	7	3	1	24	1
- O=C(NCc1ccc(Cl)cc1)[C@@H]1CCCN1S(=O)(=O)c1ccc(Cl)cc1
→ nt	nt	6	nt	nt	2	-2	0	nt
- CCCOc1ccc(C2C(=O)N(C3CCCCC3)CC(=O)N2CCCOCC)cc1OC (stereo unspecified)
→ 1	-3	1	nt	0	2	-1	1	4
- CC1N=C2c3ccccc3N=C(SCc3cc(=O)n4cc(Cl)ccc4n3)N2C1=O (stereo unspecified)
→ 8	0	3	-1.1	9	-2	7	4	5
- Cc1ccc(C(C)C)c(OCCn2ccnc2C)c1
→ 5	-2	3	-0.1	-1	5	6	0	-3
- CC1CCN(c2ccccc2NC(=O)c2cc3ccccc3o2)CC1
→ 0	-4	4	-1.1	1	6	8	35	-9
- Cc1ccc(S(=O)(=O)N2CCN(C(=O)c3ccc4ccccc4n3)CC2)c(C)c1
→ 18	nt	0	nt	15	8	3	26	6

# (continued)
# Below each SMILES – MCL1-BIM inh	Fam108B counter	PAFAH1B2 FP inh	MEX-5 binding	BCLXL inh	GLD-1 TGE inh	pPAFAH FP inh	AHR act	PME-1 inh
- Cc1nc(CC(=O)c2c(C)cc(O)cc2O)cs1
→ 11	-2	-2	-2.1	11	4	2	0	4
- COCCN(C(=O)COC(=O)c1cccnc1SC)c1c(N)n(Cc2ccccc2)c(=O)[nH]c1=O
→ 4	1	0	2.7	6	-2	-3	1	-6
- CN(Cc1c(F)cccc1Cl)C(=O)CCc1c[nH]c2ccccc12
→ 3	1	2	-1.9	-1	3	11	2	-1
- O=C(/C=C/c1cccc(OCc2ccccc2)c1)c1cccnc1
→ 6	-6	4	-1.8	6	6	3	11	-2
- C[C@H](CO)N1C[C@H](C)[C@@H](CN(C)S(=O)(=O)c2ccc(F)cc2)Oc2ccc(NS(=O)(=O)c3cccs3)cc2C1=O
→ nt	nt	4	nt	nt	-3	-3	-3	nt
- CC(C)CCOc1ccc(/C=N/N2C(=O)CSC2=S)cc1
→ 7	-2	3	-1.6	7	0	7	4	-6
- O=S(=O)(c1cccc(-c2nnc(SC(F)F)n2-c2ccccc2)c1)N1CCCCC1
→ 4	1	3	-1.6	-3	-3	0	1	13
- Nc1c(C(=O)Nc2ccc3c(c2)OCCO3)nnn1Cc1ccc(Cl)cc1
→ 6	-2	2	-0.8	8	6	3	39	-2
- Cn1cc(CN2CCc3c([nH]c4ccccc34)C2C2CCCCC2)cn1 (stereo unspecified)
→ -1	0	9	-6.0	-2	-1	0	9	-2
- CCc1ccc(NS(=O)(=O)c2c(C)noc2C)cc1
→ 3	0	4	-0.7	-1	2	8	3	2
- CCOC(=O)c1sc2nc(C)nc(N3CCCCC3C)c2c1C (stereo unspecified)
→ -4	4	nt	-2.0	-6	4	4	-1	-3
- O=C(Nc1cccc(Cl)c1)N1CCN(c2ncccn2)CC1
→ 5	0	3	0.0	9	8	3	-11	-7
- CC(C)Oc1ccc(C2CNC(=O)C2)cc1 (stereo unspecified)
→ 1	0	0	2.6	5	1	-2	-2	-5
- CC(=O)c1cccc(NC(=O)C2CCN(S(C)(=O)=O)CC2)c1
→ -2	1	1	0.8	3	5	7	-1	1
- COCc1ccc(CN2CCCC(CCC(=O)NCc3cccc(OC)c3)C2)o1 (stereo unspecified)
→ 1	2	3	0.5	3	-5	0	-2	2
- c1ccc(N2OCC3Cn4c(nc5ccccc54)C32)cc1 (stereo unspecified)
→ 11	6	-3	-7.0	9	8	0	41	3
- CCn1nccc1C(=O)Nc1nc2ccccc2n1CCN1CCCCC1
→ 0	-2	4	-0.8	3	-3	9	2	-1
- CCN1C(=O)c2ccccc2S(=O)c2ccc(C(=O)NCc3ccc(OC)cc3)cc21 (stereo unspecified)
→ 3	-1	3	2.4	4	7	6	14	-6
- COCCN(C(=O)c1ccc(-c2ccc(Cl)cc2)o1)c1c(N)n(CC(C)C)c(=O)[nH]c1=O
→ 2	nt	8	nt	-2	0	3	4	2
- CSCCC1COC(c2cccs2)=N1 (stereo unspecified)
→ -6	0	-1	2.1	-6	3	-2	1	0
- COc1ccc2[nH]c3c(=O)n(Cc4ccco4)cnc3c2c1
→ -1	-2	2	-0.7	1	7	4	31	-3
- COc1cccc(-c2nc(NCc3ccco3)c3ccccc3n2)c1O
→ 2	1	4	-0.5	-2	8	7	4	-1
- Cc1onc(-c2ccccc2)c1C(=O)/C=C/N(C)C
→ 6	-2	5	1.4	5	11	2	-1	-4
- COc1ccc(N(CC(=O)NCc2ccc(C)cc2)S(=O)(=O)c2c(C)noc2C)cc1
→ 10	2	2	-0.6	7	1	1	1	4
- COc1cccc(C(=O)CSc2nnc(-c3cc(OC)c(OC)c(OC)c3)o2)c1
→ -8	-4	6	0.4	-7	-7	3	0	-7
- CCc1nnc(NS(=O)(=O)c2ccc(NC(=O)c3cc4ccccc4oc3=O)cc2)s1
→ 1	-1	nt	-2.3	2	10	1	2	-4
- Cc1ccccc1C(=O)NC[C@@H]1CCCN2CCCC[C@H]12
→ 0	0	-3	1.3	-2	0	-1	2	-2
- COC(=O)c1ccc(C(=O)OC)c(NC(=O)C(C)C)c1
→ 0	-7	3	-0.5	-1	9	-5	-3	1

# The list is partial, so the mix of outcomes need not match the whole.
